# Screening data from PubChem.
# NadD inh = NadD (S. aureus) enzyme inhibition; purified NadD enzyme, colorimetric absorbance read-out; inhibition, % at 20 µM; 360,000 tested, 0.78% active; AID 602399; in the data active = inhibition above about 26%; also: some compounds past the cut are filed as inactive
# MT1-MMP act inh = MT1-MMP (human) activation inhibition; P50281; HT1080 RFP-PRO-GFP cells, GFP/RFP ratio fluorescence, overnight; percent of plate control window, DMSO zero; GFP/RFP ratio change, % at 20 µM; 360,000 tested, 0.061% active; AID 651647;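 active = GFP/RFP ratio change of at least 30% with cell ATP level not reduced by more than half and red fluorescence within 50% of control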; also: strong numbers were not always called active
#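 Test system: HT1080 cells expressing an RFP-PRO-GFP fluorescent reporter construct / Compound dosing: single-point 20 µM compound, 1% DMSO / Schedule: cells overnight before dosing, compound overnight, 37 °C, 5% CO2 / Evaluation: GFP/RFP fluorescence ratio / Control set: DMSO and RFP-L50D-GFP cell wells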
# Neddylation inh = inhibitors of human cullin neddylation; AID 651699; P61081+Q13564; TR-FRET cullin neddylation, biochemical; calls only at 25 µM; 360,000 tested, 0.58% active; in the data active = inhibition above about 36%
# Rpn11 inh = Rpn11 (human) deubiquitinase inhibition; O00487; AID 588493; human 26S proteasome, Ub4-pepOG fluorescence polarization; 20S core pre-blocked with epoxomicin; calls only at 20 µM; 360,000 tested, 0.59% active;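 active = inhibition at 20 µM, scaled to each plate's controls, above about 33%, limit read from the data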
# Target sequence (O00487 whole entry, looked up): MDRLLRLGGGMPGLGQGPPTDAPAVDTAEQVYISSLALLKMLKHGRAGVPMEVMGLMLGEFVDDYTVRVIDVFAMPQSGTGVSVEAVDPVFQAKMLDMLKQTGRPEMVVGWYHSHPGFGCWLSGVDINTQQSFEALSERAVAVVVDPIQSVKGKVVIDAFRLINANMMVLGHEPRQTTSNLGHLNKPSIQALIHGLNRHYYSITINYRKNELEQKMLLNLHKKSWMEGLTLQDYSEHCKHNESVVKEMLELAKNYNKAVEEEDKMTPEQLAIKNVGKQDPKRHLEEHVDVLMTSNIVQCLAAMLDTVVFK
# SKN-1 inh = blocks SKN-1 activity in C. elegans. C. elegans VP596 Pgst-4::GFP/RFP ratio, acrylamide-induced, 24 h. inhibition, % at 21.8 µM. 360,000 tested, 0.49% active;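 active = interference check ratio from 0.5 to 1.5 plus GFP to RFP signal ratio inhibition reaching or exceeding a fixed threshold, cut at about 30% in these data, passing the limit was not always enough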; also: some compounds called inactive have numbers as strong as hits
# FAS-TE inh = inhibitors of human fatty acid synthase thioesterase domain; P49327; recombinant FAS-TE, OMFH fluorogenic substrate, fluorescence endpoint; inhibition, % at 15 µM; 360,000 tested, 0.67% active;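 active = compounds whose normalised, plate-corrected inhibition of enzyme fluorescence in the single-dose primary screen is 50% or more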;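 also: 0% = DMSO with enzyme and 100% = substrate without enzyme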
# PABP1 MLLE inh = blocks PAM2 peptide binding to the PABP1 MLLE domain. inhibition, % at 20 µM. GST-MLLE / FITC-PAM2 fluorescence polarization. AID 588489. P11940. 360,000 tested, 0.36% active; in the data active = inhibition above about 35%, passing the limit was not always enough;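 also: plate controls were DMSO wells with GST-MLLE for no effect and wells lacking GST-MLLE protein for full effect; some results filed as inactive read as strong as hits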
# Target sequence (P11940 whole entry, looked up, the tested form may be a part): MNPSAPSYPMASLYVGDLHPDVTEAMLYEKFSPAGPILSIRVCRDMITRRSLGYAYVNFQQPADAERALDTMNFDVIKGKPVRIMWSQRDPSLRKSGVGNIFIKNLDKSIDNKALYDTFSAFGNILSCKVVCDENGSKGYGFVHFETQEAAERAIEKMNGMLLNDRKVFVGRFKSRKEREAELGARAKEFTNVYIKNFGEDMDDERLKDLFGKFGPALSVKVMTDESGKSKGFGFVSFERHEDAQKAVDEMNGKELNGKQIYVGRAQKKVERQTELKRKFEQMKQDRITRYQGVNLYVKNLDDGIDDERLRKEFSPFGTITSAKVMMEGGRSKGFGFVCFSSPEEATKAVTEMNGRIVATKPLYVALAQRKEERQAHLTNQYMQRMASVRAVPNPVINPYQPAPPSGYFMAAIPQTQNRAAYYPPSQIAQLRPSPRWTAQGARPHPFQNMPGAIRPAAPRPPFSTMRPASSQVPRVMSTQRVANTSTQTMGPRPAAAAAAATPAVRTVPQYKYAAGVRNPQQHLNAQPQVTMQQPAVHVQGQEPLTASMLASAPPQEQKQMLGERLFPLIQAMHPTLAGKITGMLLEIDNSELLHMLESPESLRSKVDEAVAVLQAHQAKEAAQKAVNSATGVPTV
# CSN inh = blocks human CSN-mediated cullin deneddylation | Q92905 | Purified CSN, SCF-Nedd8-OG deneddylation, fluorescence polarization | inhibition, % at 12.5 µM | 360,000 tested, 0.38% active | AID 651999;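 active = pattern-corrected inhibition above about 35%, with an unprinted fluorescence ratio check between 0.5 and 1.5, limit read from the data, passing the limit was not always enough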;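 also: 0% = enzyme with substrate and 100% = substrate without enzyme; some results filed as inactive read as strong as hits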
#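 Test system: purified human Csn5 enzyme expressed in HEK293T cells. Amount: 0.24 nM enzyme. Reagent: SCFSkp2-Nedd8OG substrate at 10 nM final. Schedule: 90 min incubation of compound, enzyme and substrate at room temperature. Detection: fluorescence polarization. Read-out: % inhibition of substrate cleavage by Csn5.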
# Rin1 Abl inh = human Rin1-Abl interaction inhibition. inhibition, % at 7.35 µM. P00519+Q13671. AID 588664. 360,000 tested, 0.4% active. TR-FRET Rin1/Abl binding, biochemical; in the data active = inhibition above about 5%, passing the limit was not always enough
# Starred values were filed as active, the others as inactive; i = inactive; x = no result given; + = active, no number.
smiles	NadD inh	MT1-MMP act inh	Neddylation inh	Rpn11 inh	SKN-1 inh	FAS-TE inh	PABP1 MLLE inh	CSN inh	Rin1 Abl inh
O=C(O)c1ccc(NCc2nc3cc4ccccc4cc3[nH]2)cc1	2.7	5.7	i	i	4.0	-6.6	13.2	3.3	0.7
Cc1[nH]c2ccccc2c1C(=O)COC(=O)c1c(-c2ccccc2Cl)noc1C	-1.0	1.2	i	i	-2.8	17.6	1.0	-9.6	-2.1
CCCNC(=S)Nc1ccc(Oc2ccccc2)cc1	3.5	3.8	i	i	4.3	8.5	1.1	0.2	-1.9
CCCNS(=O)(=O)c1ccc(CCC(=O)NCc2cccnc2)cc1	-3.0	-2.8	i	i	2.9	-2.7	4.1	-5.4	2.6
O=c1[nH]ncn1-c1ccccc1	0.5	-1.0	i	i	7.3	-4.7	-3.8	0.5	1.2
COc1cccc(N=Cc2c(O)n(-c3cccc(C)n3)c(=O)c3ccccc23)c1	4.3	6.5	i	i	11.2	13.5	2.6	0.5	-4.4
CCCc1cc(C(=O)Nc2ccc(F)c(Cl)c2)no1	0.3	0.5	i	i	-3.4	17.9	8.6	-6.5	2.5
COc1cccc(CC2(CO)CCCN(Cc3ccc(C)s3)C2)c1 (stereo unspecified)	-2.9	-3.7	i	i	17.7	-5.0	5.2	5.9	2.7
Cc1ccc(NC(=O)N2CCCC2C(=O)NCCc2ccccc2)cc1 (stereo unspecified)	-6.0	-4.0	i	i	11.7	-0.7	7.4	5.9	1.8
O=C(CN1CCCCC1)N=Nc1c(O)[nH]c2ccccc12	-4.3	1.9	i	i	4.3	-2.7	-2.9	1.6	-4.9
O=C(NCc1ccc(F)cc1)c1cccc2c1C(=O)c1ccc(N3CCC(N4CCCCC4)CC3)cc1S2(=O)=O	3.2	-45.1	i	x	4.8	-18.1	-44.5	44.8*	-13.0
CCOC(=O)c1c(NC(=O)CSc2c[nH]c3ccccc23)sc2c1CCC2	-1.8	-0.6	i	i	2.0	30.6	5.6	-4.4	-2.3
COC(=O)c1cc(-c2ccc(S(=O)(=O)N3CCCCC3)cc2)c(C(F)(F)F)s1	1.4	2.1	i	i	-9.4	32.7	-1.2	1.2	-3.5
O=C(/C=C\c1ccco1)Nc1nc(-c2ccccc2)cs1	0.1	0.1	i	i	9.7	-3.0	-10.2	-5.7	-0.4
Cc1cc(C)cc(Nc2c(F)c(F)c(F)c(F)c2C(=O)O)c1	-2.8	-3.2	i	i	-9.7	-1.4	8.4	-11.9	2.2
CCOC(=O)Cc1cc(=O)[nH]c(/N=C(\N)Nc2ccc(OC)cc2)n1	-0.6	-3.6	i	i	-19.1	-6.5	3.5	0.5	1.0
O=C1CC(SCc2nc3ccccc3[nH]2)C(=O)N1c1cccc(Cl)c1 (stereo unspecified)	5.3	-18.2	i	i	10.8	-5.6	29.5	0.2	-4.6
O=C(CCN1CCN(c2ccccc2F)CC1)Nc1ccc2c(c1)OCO2	1.5	10.2	i	i	7.0	-4.0	0.8	-1.2	-0.1
CCC(C)NC(=O)C1CCN(S(=O)(=O)N2CCCC2)CC1 (stereo unspecified)	2.4	0.0	i	i	-0.9	-6.3	-10.7	1.7	-0.3
O=C(O)c1ccc(N/N=C/c2cn(Cc3ccc(F)cc3)c3ccccc23)cc1	18.0	-7.0	+	i	-11.0	9.0	13.5	3.2	-1.6
COc1ccc(-c2csc(NC(=O)c3ccoc3C)n2)cc1	-7.7	-12.4	i	i	9.6	23.8	-7.5	4.5	-2.3
CCCCCCCC(=O)NNC(=O)c1ccc([N+](=O)[O-])cc1	3.8	4.2	i	i	-0.6	26.2	4.0	-2.9	0.5
COc1ccc(NC(=O)CN(C)C(=O)c2cc(-c3ccccc3)nc3ccccc23)cc1	-5.0	3.4	i	i	8.6	4.2	0.4	-1.2	1.3
CCCCOCCCNS(=O)(=O)Cc1ccccc1	0.7	0.8	i	i	6.9	-13.3	1.1	5.8	-0.3
c1ccc(Cc2noc(CN3CCN(C4CCc5ccccc5C4)CC3)n2)cc1 (stereo unspecified)	-10.1	1.7	i	i	9.2	0.3	-3.9	2.2	-2.6
CC(NCc1ccc(-c2ccccc2)cc1)C(O)c1ccccc1 (stereo unspecified)	-0.2	-6.3	i	i	-0.9	-9.8	0.1	-5.0	0.0
CC(C)(Oc1ccc(Br)cc1Cl)C(=O)Nc1ccon1	-1.0	2.0	i	i	12.3	4.2	-6.4	-3.8	-2.3
COc1ccccc1NC(=O)CSc1nnc2ccc(-c3ccccn3)nn12	-4.0	2.0	i	i	3.8	-6.9	8.2	2.2	-1.0
COC(=O)c1ccc(CO/N=C/c2ccc(OC)cc2)o1	-8.4	-4.9	i	i	2.5	9.4	6.1	2.4	-4.0
O=C(Nc1cccc2ccccc12)OCc1ccccc1	-0.1	-0.4	i	i	-15.9	11.2	2.4	-0.8	-1.8
CCN(CC)C(=O)c1nc[nH]c1C(=O)N(CC)CC	-3.2	4.4	i	i	13.2	-10.9	-7.3	0.0	-0.9
CSc1ccccc1NC(=O)c1cc(-c2ccco2)on1	6.0	-3.9	i	i	15.2	8.1	1.8	4.7	-1.9
COC(=O)COc1cccc(NC(=O)c2ccc(Cl)cc2)c1	-4.3	1.5	i	i	11.7	-3.5	6.8	-5.9	1.1
CCn1cc(CN2CCN(Cc3cccc(OC)c3)C(CCO)C2)c(C)n1 (stereo unspecified)	-0.6	0.9	i	i	-13.2	-11.0	14.7	-2.5	-2.3
Oc1nc(Nc2ccc(Cl)cc2Cl)sc1/C=C1\C=Nc2ccccc21	41.7*	0.0	i	+	5.6	22.5	-33.1	8.9	-1.9
O=Cc1ccc(Oc2ncccn2)cc1	-2.4	0.1	i	i	-3.7	-6.9	6.7	-1.5	0.8
CCCCn1nnnc1SCC(=O)Nc1cccc(C)c1	0.4	6.5	i	i	6.4	-0.9	7.1	3.8	-1.7
CCOC(=O)C1=C(C)NC(C)=C(C(=O)OCC)C1C	-0.4	1.4	+	i	-6.5	-7.7	-2.9	-18.0	-1.5
CCN1C(=NCCCCO)N[C@@H](c2cccc(F)c2)C(C(=O)OC)=C1C	10.4	-1.1	i	i	-2.9	-12.3	-129.9	-1.8	0.8
COC(=O)C1C2CCC(C2)C1C(=O)OCC(=O)c1ccccc1 (stereo unspecified)	0.9	-3.5	i	i	10.4	-6.5	8.2	-3.9	1.4
COc1ccccc1C(=O)NC(=O)COC(=O)c1ccc(Br)o1	-2.2	-4.0	i	i	4.9	3.6	-1.2	0.8	-1.3
CC(Oc1ccc(Br)cc1)C(=O)N(Cc1ccccc1)c1c(N)n(Cc2ccccc2)c(=O)[nH]c1=O (stereo unspecified)	4.6	7.9	i	i	18.0	-1.6	12.2	-7.2	-2.5
OC(CN1CCCCC1)c1ccc2c3c(cccc13)CC2 (stereo unspecified)	-5.6	0.5	i	i	4.7	-1.1	4.2	0.1	-1.5
CCc1nc2ccc(C(=O)N3CCN(C)CC3)cn2c1N(C)CCCc1ccccc1	-3.6	-0.8	i	i	0.0	-5.2	-6.9	3.0	2.7
O=C(/C=C/c1cccc([N+](=O)[O-])c1)NCCSCc1ccc(Cl)cc1Cl	3.4	4.7	i	i	14.6	58.8*	-12.6	-5.7	2.0
Cc1ccc(Cn2c(C(CO)Nc3nc(-c4ccc(F)cc4)cs3)nc3ccccc32)cc1 (stereo unspecified)	21.8	4.9	i	i	14.4	33.0	2.7	-3.6	-1.1
CC/C(=N\NC(=O)COc1ccc(Br)cc1)c1ccc(OC)c(OC)c1	-5.0	3.0	i	i	0.3	5.6	-10.4	0.7	-2.1
Cc1cccc(C(=O)n2cnnc2N)c1	-3.1	0.3	i	i	1.9	-9.0	-18.2	6.3	-2.3
Cc1ccc(-c2noc(CSc3nnnn3-c3ccccc3)n2)cc1	-8.3	4.4	i	i	0.6	27.9	3.0	4.2	2.9
O=C(OCc1cccc([N+](=O)[O-])c1)c1ccncc1	5.3	0.4	i	i	9.5	2.6	14.0	7.8	-0.3
CCC(=O)NC1(C(F)(F)F)C(=O)Nc2c1c(=O)n(C)c(=O)n2C (stereo unspecified)	-5.9	5.0	i	i	3.4	-8.4	1.3	0.5	-1.0
CC1=C(C(=O)OCc2ccccc2)C(c2cccc(F)c2)NC(=O)N1 (stereo unspecified)	-1.3	2.6	i	i	10.6	1.4	-0.7	-4.2	0.3
Cc1c(S(=O)(=O)N2CCCC(C)C2)c(=O)n(C)c(=O)n1C (stereo unspecified)	-4.6	1.5	i	i	-7.3	-8.5	-12.1	-2.0	-2.1
CN(C)c1ccc(/C=N/NC(=O)CCc2c[nH]c3ccccc23)cc1	-1.2	-0.1	i	i	0.4	-8.0	1.5	0.7	-2.9
Nc1nonc1-n1nnc(C(=O)N/N=C/c2ccoc2)c1-c1ccccc1	8.9	3.5	i	i	2.1	-1.3	-4.5	7.3	2.7
COc1ccc(-c2nnc(SCC(=O)O)n2Cc2ccccc2)cc1	6.9	-0.8	i	i	10.6	-2.9	-57.6	-4.7	-3.0
Cc1ccc2c(c1C)OC(=O)CC2c1ccccc1 (stereo unspecified)	-1.7	0.7	i	i	-7.1	22.7	11.8	0.8	1.7
CN(CC(=O)Nc1cccc(C(F)(F)F)c1)Cc1ccccc1	-3.0	0.1	i	i	4.2	18.5	2.8	-5.4	3.4
CCCCN(CCCC)CCNC(=O)c1cn(CC)c2ccc(S(=O)(=O)N(C)C3CCCCC3)cc2c1=O	-0.2	-2.4	i	i	7.9	5.7	-7.3	-2.0	2.7
Cc1cc(NC(=O)Cn2nc(-c3cccs3)ccc2=O)cc(C)c1Br	9.2	3.4	i	i	22.0	35.4	0.5	-0.2	1.3

# Further records follow.
smiles	NadD inh	MT1-MMP act inh	Neddylation inh	Rpn11 inh	SKN-1 inh	FAS-TE inh	PABP1 MLLE inh	CSN inh	Rin1 Abl inh
CC(C)(C)OC(=O)C[C@H]1C/C=C\C[C@H](CC(=O)N[C@H](CO)Cc2ccccc2)C(=O)N2CCC[C@@H]2COC1=O	-0.9	3.5	i	i	-20.1	-6.7	1.4	2.4	5.8
COCCN1Cc2cccc(C(=O)Nc3ccc(S(=O)(=O)N4CCCCC4)cc3)c2C1=O	-6.2	-3.7	i	i	-3.0	15.7	0.7	-0.8	3.2
Cc1cccc(C)c1NC(=O)CSc1nnc(NC(=O)C2CC2)s1	-3.3	-1.4	i	i	3.5	-5.0	-3.9	4.6	0.0
Cc1cc(=O)[nH]c(N/N=C/c2ccc(-c3ccc([N+](=O)[O-])cc3)o2)n1	-0.6	-6.8	i	i	8.9	-6.9	-34.9	-4.4	5.3

# One compound at a time, as listed above:
# `O=c1[nH]ncn1-c1ccccc1` is listed as NadD inh = 0.5; MT1-MMP act inh = -1.0; Neddylation inh = i; Rpn11 inh = i; SKN-1 inh = 7.3; FAS-TE inh = -4.7; PABP1 MLLE inh = -3.8; CSN inh = 0.5; Rin1 Abl inh = 1.2
# `COC(=O)COc1cccc(NC(=O)c2ccc(Cl)cc2)c1` is listed as NadD inh = -4.3; MT1-MMP act inh = 1.5; Neddylation inh = i; Rpn11 inh = i; SKN-1 inh = 11.7; FAS-TE inh = -3.5; PABP1 MLLE inh = 6.8; CSN inh = -5.9; Rin1 Abl inh = 1.1
